PGC1a acetyl inh – modulators of PGC1a acetylation. U2OS PGC1a acetylation, AlphaScreen anti-acetyl-lysine; with virally co-expressed GCN5 acetyltransferase. inhibition, % at 15.6 µM. 350,000 tested, 0.17% active;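 active = every replicate shows inhibition of at least 40%; inconclusive = mean inhibition at least 40% but some replicate below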;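 note: 0% = neutral control wells and 100% = positive control wells; some results beyond the cut were filed as inactive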
PAX8 reporter – inhibitors of PAX8 transcriptional activity in RMG-I cells; RMG-I TPO-luciferase reporter, SteadyGlo, 24 h; inhibition, % at 12.6 µM; 360,000 tested, 1.2% active; AID 652154;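 active = mean replicate inhibition at least 60% with every replicate also reaching 60%; inconclusive = only one of the two criteria is met; inactive = mean below 60% and not all replicates reaching 60%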;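 note: luciferase light reporting Pax8 driven TPO promoter activity; plate controls were median of neutral control wells for no effect and mitoxantrone controls for full effect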
FN deposit inh – fibronectin deposition inhibition; AH1F fibroblasts, Alexa488-fibronectin deposition fluorescence, overnight; inhibition, % at 12.6 µM; 350,000 tested, 0.086% active; AID 743247;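 active = mean inhibition across replicates of 30% or more, regardless of how many single replicates reach that level; inconclusive = mean under 30% yet at least half of replicates reach 30%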;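 note: positive control wells lacked labelled fibronectin entirely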
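test system = AH1F fibroblasts assembling fluorescent fibronectin matrix | quantity = 10000 AH1F cells per well | buffer or medium = DMEM plus 2% serum, read in PBS | doses = single dose, pinned | incubation = 1 h cell attachment, overnight exposure to compound and label | detection = fluorescence at 485 nm excitation, 525 nm emission | read-out basis = inhibition from reduced deposited-fibronectin fluorescence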
PglD inh – PglD (C. jejuni) enzyme inhibition. purified PglD enzyme, DTNB colorimetric CoA detection. 360,000 tested, 0.098% active. inhibition, % at 12.5 µM. AID 602405; in the data active = inhibition above about 16%, passing the limit was not always enough; inconclusive = no clear call, values can overlap the other calls; note: strong numbers were not always called active
LGR2 antag – blocks bursicon-induced cAMP signaling via Drosophila LGR2. HEK293 LGR2, CRE-luciferase, bursicon-stimulated, 4 h. 380,000 tested, 0.35% active. inhibition, % at 9.99 µM. AID 720647;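 active = drop in luminescence signal, shown as inhibition above about 50% in the replicate tests, limit read from the data, passing the limit was not always enough; inconclusive = probably only some replicates passing the limit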;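 note: agonist challenge used bursicon conditioned medium at about half maximal strength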
ERAP1 HTS inh – blocks human ERAP1 aminopeptidase activity. Q9NZ08. recombinant ERAP1, Leu-AMC fluorescence, 60 min. inhibition, % at 10.7 µM. 340,000 tested, 0.15% active;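 active = mean replicate inhibition of at least 30%, or all replicates individually reaching that 30% level; inactive = mean below 30% and not every replicate reaching it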;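 note: 0% = neutral control wells and 100% = L-leucinethiol positive control wells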
Target sequence (Q9NZ08 whole entry, looked up): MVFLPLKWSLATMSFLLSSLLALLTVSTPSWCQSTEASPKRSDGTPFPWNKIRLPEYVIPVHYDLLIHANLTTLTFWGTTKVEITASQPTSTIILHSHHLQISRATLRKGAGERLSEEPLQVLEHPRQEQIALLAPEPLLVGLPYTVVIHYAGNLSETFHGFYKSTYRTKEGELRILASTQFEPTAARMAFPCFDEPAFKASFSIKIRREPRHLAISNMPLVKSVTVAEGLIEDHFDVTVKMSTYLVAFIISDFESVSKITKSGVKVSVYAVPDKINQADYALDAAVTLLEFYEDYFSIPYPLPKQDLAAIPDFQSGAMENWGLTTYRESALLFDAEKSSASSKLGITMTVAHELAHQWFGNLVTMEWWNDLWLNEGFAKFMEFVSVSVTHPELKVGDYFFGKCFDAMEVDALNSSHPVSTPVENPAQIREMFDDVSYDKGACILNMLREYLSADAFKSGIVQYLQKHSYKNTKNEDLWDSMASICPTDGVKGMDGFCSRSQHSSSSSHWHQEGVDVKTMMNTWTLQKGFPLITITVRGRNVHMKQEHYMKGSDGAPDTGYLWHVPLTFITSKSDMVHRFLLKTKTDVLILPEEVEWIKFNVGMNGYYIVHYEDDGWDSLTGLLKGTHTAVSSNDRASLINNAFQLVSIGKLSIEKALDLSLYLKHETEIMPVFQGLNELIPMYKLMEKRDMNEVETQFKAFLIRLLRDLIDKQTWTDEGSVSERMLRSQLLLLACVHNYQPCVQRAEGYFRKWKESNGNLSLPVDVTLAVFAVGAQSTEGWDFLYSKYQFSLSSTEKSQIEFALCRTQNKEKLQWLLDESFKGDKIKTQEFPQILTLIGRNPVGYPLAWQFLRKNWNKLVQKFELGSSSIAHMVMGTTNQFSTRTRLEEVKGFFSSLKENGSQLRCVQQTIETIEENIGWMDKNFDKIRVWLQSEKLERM
EWS-Fli block – EWS/Fli transcriptional activity inhibition. A673 NR0B1-luciferase reporter, viability-normalised. inhibition, % at 12.6 µM. 350,000 tested, 0.67% active. AID 651661;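 active = mean inhibition of at least 50% after viability correction, with every replicate also passing that limit; inconclusive = mean reaches 50% but only one of two replicates passes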;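 note: firefly luciferase signal divided by Alamar Blue viability fluorescence both relative to DMSO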
S100A4 inh HTS – S100A4-myosin IIA interaction inhibition | P26447 | S100A4/TAMRA-MyoIIA peptide fluorescence polarization | inhibition, % at 10.7 µM | 360,000 tested, 0.14% active;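 active = mean inhibition of at least 70% across replicates, with every replicate also reaching that level; inconclusive = mean inhibition reaches 70% but some replicates fall short; inactive = mean inhibition below 70%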
Target sequence (P26447 whole entry, looked up): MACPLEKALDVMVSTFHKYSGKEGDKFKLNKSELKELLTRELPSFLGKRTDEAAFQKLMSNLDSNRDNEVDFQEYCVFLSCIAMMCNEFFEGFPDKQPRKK
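Assay system: human S100A4 monomer with TAMRA-labelled myosin IIA peptide / Buffer or medium: Calcium-containing HEPES buffer, pH 7.2 / Reagent: TAMRA-labelled myosin IIA heavy-chain peptide probe, 5 nM / Compound: one dose per compound / Timing: polarization read 5 min after assay mix addition, stable 5–60 min / Benchmarks: neutral control DMSO, positive control TFP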
An asterisk follows results filed as active; ? = inconclusive; . = not tested or not shown; & = joins results of further samples.

SMILES	PGC1a acetyl inh	PAX8 reporter	FN deposit inh	PglD inh	LGR2 antag	ERAP1 HTS inh	EWS-Fli block	S100A4 inh HTS
C[C@@H]1CCCCO[C@H](CN(C)C(=O)C2CCCCC2)[C@H](C)CN([C@@H](C)CO)C(=O)c2cc(NC(=O)c3ccncc3)ccc2O1	6	19	.	-4	-43	4	1	?
CC(C)NC(=O)Nc1ccc2c(c1)C(=O)N([C@@H](C)CO)C[C@@H](C)[C@@H](CN(C)S(C)(=O)=O)O2	10	-9	.	-5	-37	3	.	3
CCN(CC(=O)Nc1ccc(NC(C)=O)cc1)C(=O)c1ccccc1SCc1c(C)noc1C	3	13	8	7	10	1	12	7
O=C(c1cc(Cl)ccc1Cl)N1CCc2ccccc21	?	21	-2	6	-1	2	15	-2
Cc1c(Cl)cccc1NC(=O)CCN1C(=O)C2CC=CCC2C1=O (stereo unspecified)	.	10	-3	0	5	-3	.	-1
CC(C)(C)CC(C)(C)N1CNC(=S)NC1	-2	-7	5	-2	19	-1	11	-1
O=C(Cn1ccn(-c2ccc(F)c(F)c2)c(=O)c1=O)NCCc1ccccc1	.	-1	-7	-4	-4	-2	-2	1
O=C1c2ccccc2C(=O)C1c1ccc(Br)cc1	.	-7	7	-1	-23	1	-1	-4
CC(C)NS(=O)(=O)c1ccc(OCC(=O)N2CCN(c3ccccc3)CC2)cc1	-7	14	6	-6	9	2	14	6
COCCN(C(=O)C(C)N1C(=O)c2ccccc2C1=O)c1c(N)n(CC(C)C)c(=O)[nH]c1=O (stereo unspecified)	-1	-9	4	2	-13	-2	-4	-3
CCOC(=O)Nc1c(Cl)n(C)c(=O)n(C)c1=O	.	18	0	.	2	1	11	-3
COc1nccnc1NS(=O)(=O)c1ccc(NC(=S)NC(=O)c2ccc(F)c(F)c2)cc1	.	35	-7	.	-5	1	-5	3
COc1ccc(C(=O)Nc2ccc3c(c2)C(=O)N(C)C[C@@H](OC)[C@H](C)CN(C)[C@@H](C)CO3)cc1	-12	1	13	-4	11	-2	5	21
Cc1c(C(=O)N2CC(C)OC(C)C2)[nH]c2ccc(Br)cc12 (stereo unspecified)	2	6	5	2	11	-3	10	0
CCc1nnc(NC(=O)CN2CCN(Cc3ccc(C)cc3)CC2)s1	.	-19	-7	-1	-3	-7	4	0
CO[C@@H]1CN(C)C(=O)c2ccc(NC(=O)C3CC3)cc2OC[C@@H](C)N(C(=O)c2ccccc2F)C[C@H]1C	-1	-7	6	-2	17	2	3	-20
CCC1CCCCN1C(=O)c1cccc(S(=O)(=O)Nc2cc(C(F)(F)F)ccc2Cl)c1 (stereo unspecified)	-7	-14	5	3	4	0	12	3
CC(=O)c1sc(NC(=O)c2cc(-c3ccccc3)nn2-c2ccccc2)nc1C	-4	-4	-6	-7	-12	0	1	-14
C[C@@H]1CN([C@H](C)CO)C(=O)c2cc(N(C)C)ccc2O[C@@H](C)CCCCO[C@@H]1CN(C)S(C)(=O)=O	1	-7	.	-2	6	1	0	0
O=[N+]([O-])c1ccccc1N/N=C/c1ccccc1	.	-18	1	-2	-101	3	-98	4
O=C(CCCN=C1NS(=O)(=O)c2ccccc21)OCc1cc([N+](=O)[O-])cc2c1OCOC2	.	6	0	.	13	-3	6	-2
CC(C)Cn1c(SCC(=O)N2CCCc3ccccc32)nc2ccccc2c1=O	.	-6	2	.	1	.	12	-2
Cc1cc(C(=O)c2ccc3ccccc3c2)c(C)o1	20	-28	10	-2	-36	2	-35	0
Cc1ccc(S(=O)(=O)N(C)c2ccc(OCC(=O)OCc3ccc(C#N)cc3)cc2)cc1	.	12	-3	.	-2	1	0	-5
C[C@H](CO)N1C[C@H](C)[C@H](CN(C)Cc2ccc(C(F)(F)F)cc2)OCCCC[C@H](C)Oc2ccc(NC(=O)CCC(F)(F)F)cc2C1=O	-8	77*	.	46	22	3	4	0
O=C(C1CC1)N1CC2(C1)[C@@H](c1ccccc1)[C@@H](CO)N2Cc1ccc(Cl)cc1	-13	-5	-4	.	-8	-1	-1	1
CO[C@H]1CN(C)C(=O)c2cc(NS(=O)(=O)c3ccc(Cl)cc3)ccc2OC[C@H](C)NC[C@@H]1C	-16	-3	3	1	-54	-4	-6	-3
CCOC(=O)c1ccc(NC(=O)c2cccc(C)c2[N+](=O)[O-])cc1	.	11	.	.	18	-3	-2	-1
CCOCCCNC(=O)C(c1ccc(Cl)cc1)N(Cc1ccc2c(c1)OCO2)C(=O)CNC(C)=O (stereo unspecified)	0	1	.	.	3	-6	-2	0
Cc1cccc(S(=O)(=O)N2CCCCN3[C@H](CO)[C@H](c4ccc(C#CC(C)C)cc4)[C@H]3C2)c1	-2	78*	.	13	7	5	17	11
Cn1c(=O)c2c(nc(NCCOc3ccc(C(C)(C)C)cc3)n2C)n(C)c1=O	.	-6	1	-1	.	5	4	0
CN(Cc1ccccn1)Cc1nc(Cc2ccccc2Cl)no1	.	-38	-1	.	-13	0	-8	3
O=C(O)[C@@H](c1ccccc1)N1Cc2ccccc2C1=O	.	15	-11	3	3	0	8	-2
Cn1nc(C(F)(F)F)c2cc(C(=O)Nc3ccc(F)c(Cl)c3)sc21	-10	12	-6	.	13	7	16	-4
Cc1ccc(C)c(CN2C(=O)CSc3ccc(C(=O)N4CCCC4)cc32)c1	-7	11	-1	3	-9	2	3	2
Cc1ccc(NC(=S)NNC(=O)c2cn(C)nc2C)cc1	-6	-12	-12	5	.	.	.	.
O=C(OCc1csc(-c2ccccc2)n1)c1ccccc1O	-9	-61	-6	.	-86	-1	-5	0
COc1cc2[nH]c(C(=O)NCC3CCCO3)cc2c(OC)c1OC (stereo unspecified)	-7	-16	-2	-9	5	0	-8	8
O=C1NC(=O)/C(=C\c2ccc(Cl)nc2)S1	.	-63	-3	.	2	3	-32	4
Cc1ccc(C(=O)N/C(=C/c2ccco2)C(=O)N2CCC(C)CC2)cc1	0	6	-19	-1	0	1	2	-4
CCCCCCC(=O)N(O)C1CC(=O)N(c2ccc(Cl)cc2)C1=O (stereo unspecified)	19	0	-2	0	17	-1	10	0
Cc1ccc(S(=O)(=O)C[C@@H]2OC[C@H](Cc3ccccc3)N2S(=O)(=O)c2ccc(C)cc2)cc1	.	1	5	.	17	-1	-2	-4
O=C(N[C@@H]1CC[C@@H](CCNC(=O)c2ccccc2F)O[C@@H]1CO)c1ccc2c(c1)OCO2	-8	-7	-3	0	9	3	0	-7
COc1ccccc1NS(=O)(=O)c1cc(NC(=O)c2ccco2)ccc1N1CCOCC1	.	12	.	.	-3	0	-7	1
COc1ccc(S(=O)(=O)c2c(O)c3ccc(C(=O)Nc4ccc(F)cc4)cc3[nH]c2=O)cc1	-2	-11	-1	0	-7	-8	1	0
CN(CC(=O)Nc1ccc(F)cc1)C(=O)Cc1ccsc1	1	15	-1	1	-9	-1	-2	-1
O=C(Nc1ccc(Cl)cc1F)C1CC(=O)N(Cc2ccco2)C1 (stereo unspecified)	.	13	.	1	2	-2	7	-1
CSc1ccccc1NC(=O)COC(=O)CSc1ccc(C)cc1	5	-11	9	8	13	-2	1	-4
C#CCNC(=O)C1=C[C@H](C2CCCCC2)C[C@H](OCCCCO)O1	1	7&-23	6	-14&-3	.	-1&0	-1&-2	-15&-4
O=c1[nH]nc2c3ccccc3occ1-2	.	10	1	.	-2	0	-2	4
Cc1ccccc1/C=C/C(=O)N1CCOCC1	-1	-31	-3	1	1	-1	-14	-3
Cc1noc(C)c1S(=O)(=O)N(C)C[C@H]1OCCCC[C@H](C)Oc2ccc(NC(=O)Nc3ccc(C(F)(F)F)cc3)cc2C(=O)N([C@@H](C)CO)C[C@@H]1C	-7	.	.	-3	11	0	3	-2
O=C(O)c1ccccc1C=NNc1ccccn1	10	-14	2	0	-6	-4	-3	-1
Cc1cc(OC(=O)c2ccc(F)cc2)c([N+](=O)[O-])c(=O)[nH]1	0	-13	4	1	4	0	-3	-1
CC(C)CN1C(=O)C(=O)N(CC(=O)N2c3ccccc3NC(=O)CC2C)C1=O (stereo unspecified)	6	-4	5	-1	19	6	-1	-4
Cc1nc(N2CCOCC2)c2c(C)c(C(=O)Nc3ccc(F)cc3Cl)sc2n1	2	-6	-8	-7	-3	-5	-5	-2
Cc1ccc(C)c(NNC(=O)C(=O)NNc2cc(C)ccc2C)c1	5	-2	3	-5	-14	5	5	-5
N=c1oc2ccccc2cc1C(=O)NCc1ccccc1	.	-6	.	5	-5	0	.	-2
COc1cc(OC)c(C2=Nc3ccc(Br)cc3C(c3ccccc3)N2CC(=O)NN)cc1OC (stereo unspecified)	.	25	-1	.	.	-1	-20	0
COc1cccc(Nc2ccc(-n3ccnc3)nn2)c1	7	-12	-3	6	2	-1	-19	3
(listing goes on)
SMILES	PGC1a acetyl inh	PAX8 reporter	FN deposit inh	PglD inh	LGR2 antag	ERAP1 HTS inh	EWS-Fli block	S100A4 inh HTS
C=CCOc1ccc(/C=C2\C(=N)N3N=C(S(=O)(=O)CC)SC3=NC2=O)cc1OC	-6	5	4	6	-24	3	-1	0
Nn1c(SCC(=O)Nc2nnc(-c3ccccc3)o2)nnc1C1CC1	4	-28	.	4	-4	3	3	-8
CCNC(=O)COC(=O)c1cc(-c2ccccc2)nn1-c1ccccc1	-2	0	-1	.	6	6	-12	11
CSCCC(NS(=O)(=O)c1cccs1)C(=O)NCc1ccc(C)cc1 (stereo unspecified)	.	2	-2	-7	-15	3	4	2
COc1ccc(/C=N/NC(=O)c2ccncc2)cc1COc1ccc(NC(C)=O)cc1	.	24	5	.	1	-2	10	-5
O=C(C[C@H]1CC[C@H]2[C@@H](COC[C@@H](O)CN2S(=O)(=O)c2ccc(Cl)cc2)O1)NCCN1CCCCC1	.	-4	-12	.	-1	-1	-7	5
O=[N+]([O-])c1ccc(NC(=S)NCC(c2cccnc2)N2CCOCC2)cc1 (stereo unspecified)	-5	7	.	.	7	6	2	2
CCc1nn(C(C)C(=O)NCc2cccc(Cl)c2)c(=O)c2cc3occc3n12 (stereo unspecified)	6	9	2	-2	1	-4	6	-2
CCN(CC)C(=O)N1CCc2ccccc21	.	23	8	.	-34	0	12	-1
CN(C)CC(=O)N[C@@H]1CC[C@@H](CCn2cc(C3CCCC3)nn2)O[C@@H]1CO	1	-1	0	0	7	-2	5	-1
CC(N)c1csc(NC(=O)Nc2cccc(C(F)(F)F)c2)n1 (stereo unspecified)	-12	11	-4	3	-17	3	15	-4
O=C(Cc1ccc(Cl)cc1)Nc1cc(Cl)ccn1	.	-3	0	.	-45	0	-93	4

Quoted from the listing (3 entries):
SMILES	PGC1a acetyl inh	PAX8 reporter	FN deposit inh	PglD inh	LGR2 antag	ERAP1 HTS inh	EWS-Fli block	S100A4 inh HTS
CCNC(=O)COC(=O)c1cc(-c2ccccc2)nn1-c1ccccc1	-2	0	-1	.	6	6	-12	11
CSCCC(NS(=O)(=O)c1cccs1)C(=O)NCc1ccc(C)cc1 (stereo unspecified)	.	2	-2	-7	-15	3	4	2
COc1ccc(/C=N/NC(=O)c2ccncc2)cc1COc1ccc(NC(C)=O)cc1	.	24	5	.	1	-2	10	-5

Screens deposited in PubChem by Broad Institute.
